core dimer inh: inhibitors of HCV core protein dimerization, primary screen, biochemical, TR-FRET, high-throughput | TR-FRET GST/Flag-core106 dimerization, 1536-well | inhibition, % at 5 µM | actives 0.33% (n = 300,000) | AID 1899, 2009;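 active means inhibition above the mean of all tested compounds plus 3 SD, set per screening campaign, cut at about 45% in these data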
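Material: GST/Flag-tagged HCV core106 proteins. Incubation: 4 h, 22.5 °C incubation. Read-out basis: inhibition (%) from 671 over 617 nm ratio. Measured by: TR-FRET, excitation 340 nm, emission 617 and 671 nm.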
PP1 inh: PP1-alpha phosphatase inhibitors, primary screen, counter-screen for PP5 inhibitor project, biochemical, fluorescence, OMFP substrate, single point. inhibition, % at 6.7 µM. Serine/threonine-protein phosphatase PP1-alpha catalytic subunit (Homo sapiens), P62136. purified PP1alpha. actives 0.9% (n = 320,000);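 active means inhibition above the mean inhibition of all tested compounds plus 3 SD, computed separately for each screening campaign, cut at about 15% in these data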
Target sequence (P62136 whole entry, looked up): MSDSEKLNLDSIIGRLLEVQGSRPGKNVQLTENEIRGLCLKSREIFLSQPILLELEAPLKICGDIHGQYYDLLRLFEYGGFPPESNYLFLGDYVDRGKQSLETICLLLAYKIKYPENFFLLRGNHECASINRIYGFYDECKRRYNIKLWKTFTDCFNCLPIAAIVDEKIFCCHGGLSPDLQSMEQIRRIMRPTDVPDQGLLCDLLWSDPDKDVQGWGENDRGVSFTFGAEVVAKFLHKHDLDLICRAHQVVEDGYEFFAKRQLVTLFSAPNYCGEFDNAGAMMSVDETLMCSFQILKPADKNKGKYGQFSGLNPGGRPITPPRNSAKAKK
AHR activator: AHR activators, primary screen, cell-based, luminescence, luciferase reporter, human; AHR-responsive luciferase reporter cells; activation, % at 5 µM; actives 2.5% (n = 320,000); AID 2796, 2010; in the data active means activation above about 47%;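 further: 0% = vehicle wells and 100% = reference agonist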
procasp3 activ: activators of human procaspase-3 D3A mutant, primary screen, biochemical, absorbance, PC-3 D3A mutant, single concentration; AID 463141, 2010; recombinant procaspase-3 D3A, Ac-DEVD-pNA absorbance 405 nm; actives 0.11% (n = 330,000); activation, % at 8.5 µM; Caspase-3 (Homo sapiens), P42574;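 active means activation above the mean of all tested compounds plus 3 SD, cut at about 21% in these data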;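 further: 0% = DMSO alone and 100% = DMSO wells spiked with extra 5 µM PC-3 D3A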
Target sequence (P42574 whole entry D9A/D28A/D175A): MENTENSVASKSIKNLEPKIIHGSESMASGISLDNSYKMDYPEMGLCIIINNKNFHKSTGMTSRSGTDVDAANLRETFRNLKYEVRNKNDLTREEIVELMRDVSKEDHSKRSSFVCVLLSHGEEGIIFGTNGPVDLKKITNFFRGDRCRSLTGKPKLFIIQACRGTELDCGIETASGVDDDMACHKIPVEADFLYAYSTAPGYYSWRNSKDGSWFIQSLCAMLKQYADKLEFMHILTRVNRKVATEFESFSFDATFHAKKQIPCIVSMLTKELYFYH
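Evaluation: percent activation relative to control range; Material: Procaspase-3 D3A mutant, all three cleavage aspartates alanine; Compound: single dose, 8.5 µM nominal compound, 0.8% DMSO; Replication: one well per compound; Signal: absorbance at 405 nm, 0 and 120 min; Schedule: 1 h preincubation plus 2 h reaction at 25 °C.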
Fh CTSL1 inh: Fasciola hepatica cathepsin L1 inhibitors, primary screen, counter-screen for PFM18AAP inhibitor project, biochemical, QFRET, fluorogenic peptide substrate. AID 1906, 2009. recombinant F. hepatica cathepsin L1, Z-Leu-Arg-MCA fluorescence. actives 0.49% (n = 300,000). inhibition, % at 5.96 µM;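 active means inhibition above the mean of all tested compounds plus 3 SD, set per screening campaign, cut at about 17% in these data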;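 further: 0% = plate median of test compound wells and 100% = 1 µM Z-Phe-Ala-diazomethylketone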
proCasp7 act: procaspase-7 activators, primary screen, counter-screen for procaspase-3 activator project, biochemical, absorbance, HTS, human. actives 0.093% (n = 330,000). recombinant procaspase-7, Ac-DEVD-pNA absorbance 405 nm; D23A/D198A/D206A triple mutant, cannot self-cleave; scale: DMSO 0, 5 µM enzyme 100. activation, % at 8.5 µM;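 active means percent activation above the screen-wide mean plus 3 SD, cut at about 25% in these data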
Target sequence (P55210 whole entry D23A/D198A/D206A): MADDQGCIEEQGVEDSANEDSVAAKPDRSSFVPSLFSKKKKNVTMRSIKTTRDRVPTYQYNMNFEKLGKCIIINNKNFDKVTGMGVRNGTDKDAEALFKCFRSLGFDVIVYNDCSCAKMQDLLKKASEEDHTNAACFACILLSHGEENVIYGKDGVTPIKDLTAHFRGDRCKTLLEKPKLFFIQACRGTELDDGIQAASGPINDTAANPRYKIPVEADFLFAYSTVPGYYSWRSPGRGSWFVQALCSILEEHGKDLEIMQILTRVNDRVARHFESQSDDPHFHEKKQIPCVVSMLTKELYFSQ
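buffer or medium = Zinc-free HEPES/NaCl buffer, pH 7.4 | material = Procaspase-7 triple mutant (PC-7 D3A) | input = 2 µM procaspase-7 mutant as dispensed | signal = Epi-absorbance of released pNA at 405 nm, two timepoints | timing = 1 h preincubation, 2 h reaction | replicates = singlicate compound testing | evaluation = % activation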
PP5 primary: PP5 phosphatase inhibitors, primary screen, biochemical, fluorescence; actives 0.18% (n = 320,000); purified PP5c, OMFP substrate fluorescence; Serine/threonine-protein phosphatase 5 (Homo sapiens), P53041; inhibition, % at 6.7 µM;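 active means inhibition above the campaign's mean inhibition across all tested compounds plus 3 SD, cut at about 9.5% in these data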;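 further: 0% = DMSO only and 100% = 100 µM cantharidin control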
TPT1 inhibitor: Candida albicans TPT1 enzyme inhibitors, primary screen, biochemical, fluorescence polarization | recombinant caTPT1, FP RNA substrate dephosphorylation | tRNA 2'-phosphotransferase TPT1 (Candida albicans SC5314) | actives 0.81% (n = 300,000) | inhibition, % at 5 µM;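 active means inhibition above the mean of all tested compounds plus 3 SD, set per screening campaign, cut at about 24% in these data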;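 further: plate controls were DMSO alone for no effect and ferristatin control at 100 nM for full effect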
PAFAH2 inh: PAFAH2 enzyme inhibitors, primary screen, biochemical, fluorescence polarization, human; inhibition, % at 3.39 µM; actives 0.99% (n = 340,000); Platelet-activating factor acetylhydrolase 2, cytoplasmic (Homo sapiens), Q99487; recombinant PAFAH2, FP-rhodamine activity probe;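 active means inhibition above the mean over all tested compounds plus 3 SD, cut at about 30% in these data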;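 further: inhibitors block probe labeling of enzyme so polarization drops; 0% = enzyme with DMSO and 100% = wells lacking PAFAH2 protein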
Active calls of the source: *; nt = no result given. Rows are unselected; any-hit rate near 5.6%.

SMILES	core dimer inh	PP1 inh	AHR activator	procasp3 activ	Fh CTSL1 inh	proCasp7 act	PP5 primary	TPT1 inhibitor	PAFAH2 inh
COc1cccc(NC(=O)NCc2ccccc2Cl)c1	2	-3	5	9	2	6	-1.9	0	-6
CN(C)c1nc(N)nc(CSc2nnnn2-c2ccc(C(=O)O)cc2)n1	4	-1	1	3	2	4	-2.5	2	0
CN(c1ccc(OCC(=O)Nc2cc(Cl)ccc2C(=O)O)cc1)S(=O)(=O)c1ccc(F)cc1	nt	nt	10	11	nt	8	nt	nt	-7
CNC(=O)N(O)C1N(/N=C/c2cc(Br)ccc2O)C(=S)SC1(C)C (stereo not given)	-1	0	6	-6	5	-5	5.7	1	18
O=C(CCCc1c[nH]c2ccccc12)NCc1ccccc1C(F)(F)F	7	0	2	2	1	8	1.5	0	-2
O=C(Cn1nnc(-c2ccccc2)n1)N=Nc1c(O)[nH]c2ccccc12	-2	-1	23	6	-2	0	-2.4	0	-12
CCOC(=O)C(C)N1N=C(/C=C/c2ccc(OC)cc2)CCC1=O (stereo not given)	2	0	-1	9	-1	2	1.2	-2	-8
COc1ccccc1NS(=O)(=O)c1cccc(C(=O)N2CCN(Cc3ccc4c(c3)OCO4)CC2)c1	-10	2	14	11	-5	0	0.3	-1	3
Cc1sc2nc(SCC(=O)NCc3ccco3)n(-c3ccccc3)c(=O)c2c1C	9	5	1	0	-2	-9	2.2	0	10
O=C(N/N=C/c1ccoc1)c1ccccc1O	-8	0	24	-3	4	3	-0.6	1	12
CC(=O)N1CCC(N(CCN2CCOCC2)C(=S)Nc2ccc(C)c(C)c2)CC1	3	-4	0	7	3	4	-2.6	-1	10
Cc1ccc(C2=NOC3(CC(=O)N(c4ccccc4)C3=O)C2)cc1 (stereo not given)	-5	-1	0	1	-2	-5	-2.4	-5	1
CCOC(=O)c1c(NC(=O)c2cc3n(n2)C(C(F)(F)F)CC(c2cccs2)N3)sc(C)c1C (stereo not given)	4	1	2	9	-4	3	2.1	-3	0
O=c1c2ccccc2nc(-c2ccc(Cl)c(Cl)c2)n1O	3	-1	7	8	2	8	0.5	-2	-3
CCCc1nc(-c2ccc(-c3ccc(F)cc3)cc2)no1	1	-2	-7	1	6	8	1.4	0	5
Cc1cc(NS(=O)(=O)N(C)C)ccc1C(C)C	-4	-2	3	-6	-1	11	-2.0	-1	1
Cc1ccccc1/C=N/NC(=O)c1sccc1C	-8	0	28	-2	3	0	4.0	-1	0
Cc1nn(C2CCS(=O)(=O)C2)c(Cl)c1/C=C/C(=O)OCC(N)=O (stereo not given)	-2	3	1	-1	3	6	-0.6	-1	-4
CCOc1ncccc1C(=O)OCC(=O)c1ccc(C)c(C)c1	2	-2	14	5	2	-1	0.2	5	7
Cc1ccc(S(=O)(=O)NNC(=O)c2ccc(F)cc2)cc1	-6	-6	1	-4	-1	-3	-7.6	1	3

A different layout for part of the listing above.
mol | core dimer inh | PP1 inh | AHR activator | procasp3 activ | Fh CTSL1 inh | proCasp7 act | PP5 primary | TPT1 inhibitor | PAFAH2 inh
Cc1nn(C2CCS(=O)(=O)C2)c(Cl)c1/C=C/C(=O)OCC(N)=O (stereo not given) | -2 | 3 | 1 | -1 | 3 | 6 | -0.6 | -1 | -4
O=c1c2ccccc2nc(-c2ccc(Cl)c(Cl)c2)n1O | 3 | -1 | 7 | 8 | 2 | 8 | 0.5 | -2 | -3
CN(c1ccc(OCC(=O)Nc2cc(Cl)ccc2C(=O)O)cc1)S(=O)(=O)c1ccc(F)cc1 | nt | nt | 10 | 11 | nt | 8 | nt | nt | -7
COc1ccccc1NS(=O)(=O)c1cccc(C(=O)N2CCN(Cc3ccc4c(c3)OCO4)CC2)c1 | -10 | 2 | 14 | 11 | -5 | 0 | 0.3 | -1 | 3
CCOC(=O)c1c(NC(=O)c2cc3n(n2)C(C(F)(F)F)CC(c2cccs2)N3)sc(C)c1C (stereo not given) | 4 | 1 | 2 | 9 | -4 | 3 | 2.1 | -3 | 0

Returning to the listing with the 4 entries that preceded the break.
SMILES	core dimer inh	PP1 inh	AHR activator	procasp3 activ	Fh CTSL1 inh	proCasp7 act	PP5 primary	TPT1 inhibitor	PAFAH2 inh
Cc1ccccc1/C=N/NC(=O)c1sccc1C	-8	0	28	-2	3	0	4.0	-1	0
Cc1nn(C2CCS(=O)(=O)C2)c(Cl)c1/C=C/C(=O)OCC(N)=O (stereo not given)	-2	3	1	-1	3	6	-0.6	-1	-4
CCOc1ncccc1C(=O)OCC(=O)c1ccc(C)c(C)c1	2	-2	14	5	2	-1	0.2	5	7
Cc1ccc(S(=O)(=O)NNC(=O)c2ccc(F)cc2)cc1	-6	-6	1	-4	-1	-3	-7.6	1	3
NS(=O)(=O)c1ccc(CCNC(=O)c2ccc3c(=O)n4c(nc3c2)CCCCC4)cc1	nt	nt	0	7	nt	-2	nt	nt	6
O=C(NCc1ccco1)c1cc(-c2ccccc2)c(N2CCOCC2)s1	10	-1	8	8	1	7	3.9	0	-3
O=c1cc(COc2ccccc2[N+](=O)[O-])nc2sccn12	2	0	21	0	-1	3	-0.2	0	nt
Cc1ccc(C)c2[nH]c(=O)c(CN(CCN3CCCC3)C(=O)Nc3ccc(F)cc3)cc12	-3	0	15	4	13	4	3.3	12	-23
Cc1ccc(-c2noc(CNC(=O)COc3ccccc3C)n2)cc1	-4	1	27	0	3	0	1.9	0	4
NC(=O)C1CCN(CC(=O)Nc2nc(-c3ccccc3)cs2)CC1	11	2	9	-3	5	1	1.7	1	-9
O=C(N/N=C/c1cccnc1)c1cc(C2CC2)nc2ccccc12	-15	0	48*	0	-1	-12	1.5	-4	-1
COc1cccc(NC(=O)C(NCC(C)(C)CN(C)C)c2ccccc2)c1 (stereo not given)	-2	-4	1	-3	5	4	-0.1	-5	-2
O=C(CSc1n[nH]c(-c2cccs2)n1)NCc1cccs1	1	-4	23	4	-3	14	2.5	-7	-4
CCCN=C(C)C1=C(O)c2ccccc2C1=O	1	-4	-2	0	2	0	1.0	1	-2
O=C(COc1ccc2ccc(=O)oc2c1)N1CC[C@@]2(O)CCCC[C@H]2C1	4	-2	-1	-3	4	-1	0.0	0	0
Cc1ccccc1N1C(=S)NC2c3ccccc3OC1(C)C2C(=O)N(C)C (stereo not given)	-3	2	0	-5	1	5	0.4	0	-9
Cc1oc(C(C)(C)C)c(CN2CCOCC2)c1C(=O)O	7	-1	-1	1	7	0	-0.7	-2	-3
C/C(=N/NC(=O)c1ccc(Br)s1)c1ccncc1	-4	1	45	5	1	2	4.0	-3	-2
COc1ccc(C(=O)Nc2ccc(SC(F)F)cc2)cc1	-8	2	1	-4	4	1	3.0	-2	-9
O=C(N/N=C/c1c(O)ccc2ccccc12)c1[nH]ncc1Br	-14	1	46	15	0	-18	5.4	32*	17
Cc1c(NC(=O)c2ccccc2)c(=O)n(-c2ccccc2)n1C	0	-1	0	-3	-3	6	1.9	-5	2
COc1ccc(N(CC(O)Cn2nnc3ccccc32)S(=O)(=O)c2ccc(C)cc2)cc1 (stereo not given)	1	-3	0	-2	-2	3	2.2	-1	6
CSc1nc(=S)n(Cc2ccccc2)c(C)c1C(C)=O	-10	-3	4	-3	-2	4	2.3	2	-5
COc1cccc([C@@H]2CC=C(C(=O)O)[C@H](c3ccccc3)N2S(=O)(=O)c2ccc(C)cc2)c1	18	3	0	5	4	-14	-1.6	-1	5
Cc1ccccc1N1C(=O)c2ccccc2C1Nc1cccnc1 (stereo not given)	-11	-2	-1	12	0	0	-2.2	-2	5
CCc1ccccc1NC(=O)Cn1nc(C(F)(F)F)cc1C1CC1	-3	5	1	9	0	11	0.9	0	0
CC1Cc2ccccc2C(=O)N1 (stereo not given)	5	-5	2	1	0	3	1.0	-4	7
Cc1cccc(S(=O)(=O)c2c(N)n(/N=C/c3ccco3)c3nc4ccccc4nc23)c1	20	-5	-3	4	2	8	2.2	9	-44
CC(C)(C)C(=O)O/N=C(\N)COc1cccc(Cl)c1	-6	1	0	-2	-3	4	3.3	0	8
COc1ccccc1NC(=O)N1CCc2c([nH]c3ccccc23)C1C(F)(F)F (stereo not given)	0	0	5	7	-5	6	2.2	-5	0
COC(=O)c1cn(-c2ccccc2)nc1C(=O)OC	-7	1	0	1	-2	-5	-0.7	1	3
O=S(=O)(NCc1ccco1)N1CCOCC1	-3	2	0	-4	-1	-1	-2.2	-4	-7
CCN(CC)C(=O)C(C)OC(=O)COc1ccc(Cl)cc1Cl (stereo not given)	-4	0	-1	3	-14	0	0.5	-3	-1
O=C(NCCSCc1ccco1)c1ccc(=O)[nH]c1	13	-5	-3	4	-2	1	0.4	-2	5
CCNc1ccc(C(=O)Nc2ccc3nc(C)sc3c2)cc1[N+](=O)[O-]	0	-2	-2	-1	-2	-3	0.0	-1	-4
COc1ccc(OC)c(C(=O)N2CCC(CCC(=O)NC3CC3)CC2)c1	-10	-1	0	-2	4	4	2.2	0	-1
FC(F)(F)c1cnc(N2CCSCC2)c(Cl)c1	-7	-2	-1	-4	-5	3	-0.3	0	-7
C[C@H](NC(=O)c1ccc(C(C)(C)C)cc1)C(=O)N1CCOCC1	nt	nt	2	8	nt	-2	nt	nt	-2
CC(C)=C(NC(=O)c1ccccc1)C(=O)NCc1ccccc1	0	-2	4	1	-3	2	-0.1	-1	2
COc1cc(NC(=O)n2ncc3cc(Cl)ccc32)cc(OC)c1	-2	-3	0	-7	-8	-2	2.2	2	-6
O=C1CSC(c2cn(-c3ccccc3)nc2-c2ccccc2)N1Cc1ccco1 (stereo not given)	10	2	3	-3	0	9	0.8	-4	-9
